697 NFkB inh: inhibitors of the PMA/ionomycin-induced NF-kB reporter in 697 B cells; 330,000 compounds, 0.33% hits; AID 435022; 697 B-cell NF-kB luciferase reporter, 16 h; inhibition, % at 4 µM; in the data active = inhibition above about 35%
APJ agonist: activates the human apelin receptor APJ; P35414; CHO-K1 APJ PathHunter beta-arrestin, luminescence; 0% DMSO wells, 100% apelin; activation, % at 20 µM; 330,000 compounds, 0.11% hits; AID 2520;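 active = activation more than six SD over the plate average, tested at 20 µM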;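 note: 0% = DMSO alone and 100% = apelin-13 at 10 nM; some results filed as inactive read as strong as hits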
Target sequence (P35414 whole entry, looked up): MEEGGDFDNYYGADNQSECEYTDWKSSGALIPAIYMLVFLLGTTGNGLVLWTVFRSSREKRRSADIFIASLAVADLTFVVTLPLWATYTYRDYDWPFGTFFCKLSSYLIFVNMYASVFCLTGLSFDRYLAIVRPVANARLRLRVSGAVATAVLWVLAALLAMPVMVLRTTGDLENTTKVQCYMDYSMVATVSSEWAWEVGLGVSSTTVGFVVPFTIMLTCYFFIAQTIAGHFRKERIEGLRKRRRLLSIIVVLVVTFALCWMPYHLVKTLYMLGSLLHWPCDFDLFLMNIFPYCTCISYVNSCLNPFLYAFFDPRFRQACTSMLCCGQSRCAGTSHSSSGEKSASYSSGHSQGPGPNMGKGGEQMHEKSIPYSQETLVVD
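Test system – PathHunter CHO-K1 APJ (AGTRL-1) beta-arrestin reporter cells · Input – 1000 cells/well · Compound – single test compound dose, 20 µM final, 1% DMSO · Times – compound stimulation 90 min at 25 °C, detection 60 min · Technique – beta-gal luminescence · Read-out basis – APJ–arrestin association signal · Control set – negative DMSO alone, positive Apelin-13 at 10 nM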
tim23-1 inh: growth inhibitors of tim23-1 mutant yeast | S. cerevisiae tim23-1 growth, BacTiter-Glo luminescence, 24 h | inhibition, % at 20 µM | 330,000 compounds, 1.3% hits | AID 463212;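 active = growth inhibition of the mutant yeast at or above 50%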;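 note: temperature-sensitive mutant grown at 25 °C; plate controls were DMSO-treated mutant yeast for no effect and medium wells lacking yeast for full effect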
Mdm2-MdmX inh: disrupts the human Mdm2-MdmX interaction; 330,000 compounds, 3% hits; SaOS-2 split-luciferase Mdm2/MdmX complementation, luminescence; inhibition, % at 8 µM; AID 485346; O15151+Q00987;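 active = inhibition of at least 50% at 8 µM in the primary screen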
APJ antag: APJ receptor antagonism | inhibition, % at 20 µM | 330,000 compounds, 0.32% hits | CHO-K1 APJ beta-arrestin complementation, luminescence;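 active = inhibition above about 40% at 20 µM, limit read from the data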;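 note: cells challenged with 10 nM apelin-13 agonist together with compound; plate controls were apelin-13 plus DMSO wells for no effect and DMSO wells lacking apelin-13 for full effect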
Jurkat NFkB inh: lowers PMA/ionomycin-induced NF-kB signal in Jurkat cells; PMA/ionomycin-induced NF-kB luciferase reporter, luminescence; inhibition, % at 4 µM; 330,000 compounds, 0.53% hits; in the data active = inhibition above about 50%
UPR CHOP act: apoptotic UPR (CHOP) activation; 330,000 compounds, 0.34% hits; CHO-CHOP luciferase reporter, luminescence; percent of tunicamycin response over DMSO baseline; activation, % at 10 µM; AID 449763;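 active = at 10 µM dose, activation of 40% or more, normalized to positive control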;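 note: 100% = tunicamycin at 10 µg/mL and 0% = DMSO alone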
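Test system: CHO-CHOP cells, stable luciferase reporter of PERK-eIF2a-CHOP signalling | Quantity: 500 CHO-CHOP cells per well | Buffer or medium: F12 plus 10% serum | Compound dosing: 10 µM single point, 0.5% DMSO | Schedule: 6 h compound treatment, 37 °C | Signal: Luciferase luminescence | Control set: Tunicamycin high control, DMSO low control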
UPR XBP1 act: adaptive UPR (XBP1) activation; CHO-XBP1 luciferase reporter, IRE1-XBP1 UPR activation, luminescence; percent of tunicamycin response, DMSO as zero; activation, % at 20 µM; 330,000 compounds, 0.33% hits; AID 463104;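 active = versus positive control, 20 µM dose yields 30% or more activation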;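 note: 100% = tunicamycin at 10 µg/mL and 0% = DMSO only wells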
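Assay system: IRE1-XBP1 luciferase reporter CHO line. Input: 1000 cells/well. Buffer or medium: F12 with 10% serum. Doses: 20 µM, 1% DMSO. Times: overnight seeding at 37 °C, 6 h compound treatment at 37 °C. Technique: Steady-Glo luciferase glow luminescence, 10 min after reagent addition.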
Starred values were filed as active, the others as inactive; x = no result given.

Under each structure: 697 NFkB inh, APJ agonist, tim23-1 inh, Mdm2-MdmX inh, APJ antag, Jurkat NFkB inh, UPR CHOP act, UPR XBP1 act
1. Cc1ccc2[nH]c(=O)c(CN(Cc3cccs3)Cc3nnnn3Cc3ccccc3)cc2c1
    2, 2, 32, 50, 19, 19, 3.9, 2
2. O=C(NCc1ccco1)c1c(F)cccc1Cl
    9, -2, -10, 25, 13, 2, 0.8, -2
3. Cc1ccc(CNC(=O)CSc2c3c(nc4ccc(Cl)cc24)CCCC3)o1
    -3, -3, 19, -3, -7, 3, 1.6, -1
4. C[N+]1(C)CCC(=C2c3ccccc3CC(=O)c3sccc32)CC1
    8, -4, 2, 18, 18, 0, -2.6, 0
5. COc1ccc(OCC(=O)Nc2cccc(NC(=O)c3ccco3)c2)cc1
    -2, -3, -34, -13, 2, -2, 0.3, 2
6. O=C(CN1CCN(c2ccccc2F)CC1)NCc1ccccc1
    -6, -1, 2, 11, 1, -1, 2.1, -1
7. O=C(Nc1ccc(Cl)cc1)OCc1cn(-c2ccccc2)nn1
    5, -2, -4, 1, 2, 1, 0.2, -2
8. Cc1cc(NC(=O)C2CCCC2)nc2c1c(=O)oc1ccccc12
    -25, 2, 36, 26, 12, -22, 1.6, 2
9. O=C(N/N=C/c1ccsc1)c1ccccn1
    -40, -4, 12, -10, -10, -39, 0.9, -5
10. CCOC(=O)c1c(C)n2c3c(cc(C)cc13)CCC2
    -4, -1, 37, -9, 10, 4, -0.1, -1
11. COc1ccc(CN2CCN(C(=O)c3cc(OC)c(OC)c(OC)c3)CC2)cc1OC
    4, -2, 0, 12, 17, -3, -0.4, 1
12. Cc1ccc(NC(=O)COC(=O)CCc2ccccc2)c(Cl)c1
    -13, -1, 16, -19, -14, -16, 0.7, 1
13. Cc1onc(-c2ccccc2Cl)c1C(=O)Nc1cccc(S(=O)(=O)N2CCOCC2)c1
    6, -1, -5, 22, -7, -5, -0.8, -2
14. CC(C(=O)N1CCc2ccccc21)N(C)CC(=O)Nc1ccc(F)cc1 (stereo not drawn)
    19, -5, 26, -28, 1, 24, -0.8, -1
15. C/C(=N\NC(=O)c1cccc(S(=O)(=O)N2CCCC2)c1)c1ccc(C)cc1
    -10, -3, -8, 17, 9, 11, -0.5, 0
16. CCOc1ccc(NC(=O)COC(=O)c2cc([N+](=O)[O-])ccc2N2CCOCC2)cc1
    6, -2, -55, -11, -50, -7, -0.5, -5
17. O=C(NCC(=O)N1CC=C(c2ccccc2)CC1)c1ccc(OC(F)F)cc1
    -3, 10, 21, 15, 10, 0, 1.5, -2
18. CCCN(CC(=O)Nc1ccc(C)cc1Br)CC(=O)Nc1ccc(F)c(F)c1F
    -3, -2, 33, -7, -24, 14, 0.6, -2
19. Fc1ccc(-c2csc3[n+]2CCS3)cc1
    3, -2, 24, 1, 1, -1, -2.3, 2
20. COc1cc(C(=O)Nc2nc(OC)c(-c3ccccc3)c(OC)n2)cc(OC)c1OC
    38*, 1, 5, 40, -2, 19, 0.1, -3
21. CC(C)N(C(=O)CSc1nnnn1C1CCCC1)C(C)C
    6, -2, 22, -14, 7, 7, 2.3, -1
22. CC1(C)CC(=O)C2=C(C1)OC(c1cccs1)C(C#N)=C2N (stereo not drawn)
    19, 0, -4, -2, 7, 3, -0.6, 2
23. CCc1ccc(-c2nc(CS(=O)CC(=O)NCCCN3CCOCC3)c(C)o2)cc1 (stereo not drawn)
    11, -2, 7, 7, 3, -7, 1.1, 2
24. Cc1c(OCc2ccc(C(=O)O)o2)ccc2c3c(c(=O)oc12)CCC3
    -17, 5, 22, -5, -63, -18, -2.3, -4
25. c1ccc(CSc2cc3ccccc3[nH]2)cc1
    -14, 0, 37, -25, 5, -47, 4.2, -1
26. COc1cn(-c2ccccc2)nc1C(=O)OCC(=O)Nc1ccc(C)c(C)c1
    -2, -4, 15, 10, 0, -2, 0.7, -3
27. CCOc1ccc(CN(C)C(C)C(=O)Nc2ccc([N+](=O)[O-])cc2Cl)cc1OC (stereo not drawn)
    27, -4, 23, 20, 4, 9, 0.7, -2
28. CCSC1=N/C(=C\c2ccc(OC)cc2)C(=O)N1
    2, -2, 11, 7, 18, 4, 2.8, 2
29. CCC1(c2ccc(F)cc2)NC(=O)N(CC(=O)N2CC(=O)Nc3ccccc32)C1=O (stereo not drawn)
    3, -2, 5, 20, 14, 0, -3.9, -3
30. COC(=O)c1c(C)oc(C)c1S(=O)(=O)N1CCCC1
    7, -6, -7, 10, 22, 3, 0.3, -2
31. O=C(COC(=O)CCc1c[nH]c(=O)[nH]1)Nc1ccccc1Cl
    5, -3, 11, 13, 10, 5, -0.9, -5
32. O=C1CC(/C=C/c2ccccn2)=Nc2ccccc2N1
    0, -2, 29, 20, -3, -18, 0.4, 4
33. Cc1cc(N2CCCCC2)n2ncc(-c3ccc(Cl)cc3)c2n1
    -309, -4, 37, 49, 17, -189, 3.6, 6
34. COC(=O)c1ccccc1CSc1nsc(C)c1C#N
    7, -4, 32, -5, 9, 7, -1.5, 4
35. O=C(COc1ccc(Cl)cc1Cl)Nc1nnc(C2=COCCO2)o1
    14, 1, 9, 9, 1, -5, 0.5, 2
36. CC1CCN(C(=O)COc2ccccc2F)CC1
    -5, -3, 1, 7, 14, -17, 0.4, 0
37. CCc1ccc(NC(=O)C(=O)NNC(=O)c2ccc(OC)cc2)cc1
    8, 1, 5, -2, 7, 6, 0.4, 4
38. COc1cc(C(=O)OCc2ccc(C)cc2)cc(NC(=O)c2cccs2)c1OC
    -7, -4, -9, 5, 4, -4, 0.5, 1
39. CCCN(C(=O)c1ccccc1N)c1c(C)n(C)n(-c2ccccc2)c1=O
    6, -4, 4, 26, 13, -2, 0.2, -2
40. Cn1c(=N)n(CC(=O)c2ccc(F)cc2)c2ccccc21
    -159, -4, 9, 23, -11, -1, -2.1, -11
41. CC(NC(=O)C1CSC2(C)CCC(=O)N12)c1ccccc1Cl (stereo not drawn)
    10, -4, -1, 23, 17, -7, -1.5, -1
42. C[C@H](NC(=O)c1nc[nH]c1C(=O)N[C@@H](Cc1ccccc1)C(=O)OC(C)(C)C)c1ccccc1
    3, -6, 25, 50*, -4, -6, 0.0, -2
43. S=C(NCCc1ccccc1)NC1CC2CCC(C1)N2Cc1ccccc1 (stereo not drawn)
    -17, 1, -10, 18, 4, 1, 1.6, -3
44. Cc1[nH]c(=O)[nH]c(=O)c1NC(=O)c1sc2nc3c(C)cccc3cc2c1N
    13, 2, 4, -4, 12, 1, 0.6, -3
45. CSc1ncccc1C(=O)OC(C)C(=O)Nc1cccc(S(=O)(=O)N2CCOCC2)c1 (stereo not drawn)
    10, -2, 2, 13, 9, 7, 0.8, -2
46. Cc1ccc(C)c(S(=O)(=O)N2CCN(C(=O)Cc3ccccc3)CC2)c1
    10, -8, 15, 19, 21, -11, 2.0, -1
47. CCCCN(C)C(=O)Cc1c(OC)ccc2cc(Br)ccc12
    10, -5, 29, 20, 0, -6, -1.2, -1
48. COc1cc(OC)c(NC(=O)[C@@H]2CCC(=O)N2C2OC(=O)c3c2ccc(OC)c3OC)cc1Cl (stereo partly drawn)
    7, -1, 12, 26, 8, -1, -0.8, 0
49. Cc1cc(NS(=O)(=O)c2ccc(NC(=O)COc3ccccc3C(C)C)cc2)no1
    -14, 5, 8, -19, -10, 6, 0.6, -3
50. Cc1ccc(C)c(NC(=O)C(OC(=O)c2cc[n+]([O-])cc2)c2ccccc2)c1 (stereo not drawn)
    14, -7, 17, 7, 5, 15, -1.2, 2
51. CCOC(=O)c1ccc(NC(=O)CN2CCc3ccccc3C2)cc1
    13, -2, 27, 22, 14, 7, -1.5, -3
52. CCn1c(SCC(=O)Nc2nc(C)cs2)nnc1-c1cccnc1
    22, -4, 2, 5, -9, 0, 1.2, 2
53. COc1ccc(N2C(=O)[C@H]3CCC=C[C@H]3[C@@H]2c2ccccc2Br)cc1
    -55, x, 45, 20, x, x, 0.4, 2
54. COc1ccc(-c2c(C#Cc3ccsc3)c3cc(-c4ccc5c(c4)OCO5)ccc3n2C)cc1
    5, -5, -6, 19, 11, 4, -0.3, 2
55. COc1ccc(C(C(=O)NC(C)(C)C)N(C(=O)Cn2nnc3ccccc32)c2cccc(C(C)=O)c2)cc1O (stereo not drawn)
    0, -5, 10, 10, -2, -2, -2.5, -3
56. COc1cc(C(=O)O)nc2ccccc12
    4, -4, -5, 23, 8, 12, -0.5, -6
57. CN=c1c([N+](=O)[O-])nn(-c2ccc3c(c2)OCCO3)n1O
    -45, 14, 19, 16, -81, -34, 0.1, -3
58. COc1ccc(-c2ccc(-c3noc(-c4ccccc4OC)n3)c(OC)n2)cc1
    -12, -2, -12, 45, 13, -11, -0.7, 4
59. CN(CC(=O)Nc1ccccc1Br)C(=O)CCC1CCCC1
    1, -3, 23, 8, -12, 8, 1.2, 2
60. COc1ccc(CCNC(=O)C2CCN(S(=O)(=O)c3cnc[nH]3)CC2)cc1OC
    25, 2, 9, 3, -8, 2, -1.3, -3

(continued)
Under each structure: 697 NFkB inh, APJ agonist, tim23-1 inh, Mdm2-MdmX inh, APJ antag, Jurkat NFkB inh, UPR CHOP act, UPR XBP1 act
61. CC(C)=CC(=O)Nc1ccc2c(c1)OCO2
    -112, -4, 15, -31, -11, -81, -0.5, -6
62. CC(C)CNC(=O)NC(=O)COC(=O)c1cccc(NS(=O)(=O)c2ccc(F)c(F)c2)c1
    7, -1, -1, 11, -9, 1, -1.0, -4
63. CCOC(=O)N1CCN(C(=O)c2ccccc2NC(=O)c2ccccc2Cl)CC1
    21, -4, 0, -1, -1, 8, 0.0, -4
64. O=C(O)c1ccccc1S(=O)(=O)c1ccccc1CO
    9, 2, 6, 19, 8, -3, -1.3, -1

Some of these compounds in order of count of non-hydrogen atoms, ascending.
Under each structure: 697 NFkB inh, APJ agonist, tim23-1 inh, Mdm2-MdmX inh, APJ antag, Jurkat NFkB inh, UPR CHOP act, UPR XBP1 act
9. O=C(N/N=C/c1ccsc1)c1ccccn1
    -40, -4, 12, -10, -10, -39, 0.9, -5
28. CCSC1=N/C(=C\c2ccc(OC)cc2)C(=O)N1
    2, -2, 11, 7, 18, 4, 2.8, 2
50. Cc1ccc(C)c(NC(=O)C(OC(=O)c2cc[n+]([O-])cc2)c2ccccc2)c1 (stereo not drawn)
    14, -7, 17, 7, 5, 15, -1.2, 2

Screening results as filed in PubChem.
